SRC3 TRFRET art = flags TR-FRET format artefacts in PPARgamma SRC-3 recruitment agonist screen; AID 1048; TR-FRET artefact counter-screen, PPARgamma/SRC-3 format; active compounds read high; 99,000 compounds, 0.39% hits; TR-FRET ratio at 8 µM; in the data active = TR-FRET ratio above about 2000; also: inactives centre near 1600; reference of the scale not given here
SRC1 TRFRET art = flags TR-FRET format artefacts in PPARgamma SRC-1 recruitment agonist screen | TR-FRET detection artefact counter-screen, emission ratio; active compounds read high | TR-FRET ratio at 8 µM | 99,000 compounds, 0.34% hits; in the data active = TR-FRET ratio above about 2300; also: inactives centre near 1800; reference of the scale not given here
Starred values were filed as active, the others as inactive. An excerpt; rates above refer to the full screens.

Molecule | SRC1 TRFRET art | SRC3 TRFRET art
O=C(CNC(=S)N(Cc1ccccc1)Cc1cccnc1)NC1CCCCC1 | 1837 | 1744
CC(C)CCN1CC(C(=O)NC(C)C)CC1=O (centres undefined) | 1770 | 1539
C1CCN(C2CCN(c3nc4nonc4nc3N3CCSCC3)CC2)C1 | 1695 | 1590
CCOC(=O)CSc1nnc(CSc2nc3sc4c(c3c(=O)[nH]2)CCC4)n1C | 1715 | 1536
O=C(NCc1ccco1)C(c1ccccc1F)N(Cc1cccnc1)C(=O)Cn1nnc2ccccc21 (centres undefined) | 1812 | 1771
CC(C)(C)c1ccc(/C=N/NC(=S)Nc2cccnc2)cc1 | 1816 | 1649
CCOC(=O)/C(=C/C=C1\Sc2cc(C)c(C)cc2N1CC)C(C)=O | 1776 | 1625
O=C(Cc1ccc(Cl)c(Cl)c1)Nc1ccc2[nH]c(=O)[nH]c2c1 | 1876 | 1480
Cc1nc2ncc(Br)cc2[nH]1 | 1552 | 1780
Nc1ccc(-c2cc(-c3cccc(N)c3)nc(-c3ccccc3)n2)cc1 | 1821 | 1614
S=C(NCCCN1CCOCC1)NC1CC1 | 2101 | 1637
CC1(C)CC(=O)c2cc(NC(=O)c3ccc(F)cc3)c(=O)oc2C1 | 1629 | 1402
COc1ccc(/C=N/NC(=O)CNc2n[nH]c(=O)[nH]c2=O)cc1OC | 1765 | 1607
Cc1ccc(CNC(=O)c2ccc(-n3cccc3)cc2)cc1 | 1934 | 1702
Cc1cc(C)cc(NC(=S)NCc2cccnc2)c1 | 1844 | 1497
CCNC(=O)CC1SC(=Nc2ccc(Cl)cc2)N(CC)C1=O (centres undefined) | 1815 | 1556
Cc1cccc(NC(=O)C2C3CCC4C(CCC32)C4(Cl)Cl)c1 (centres undefined) | 2013 | 1531
Cc1ccc(Nc2nc(COC(=O)COc3ccc(C=O)cc3)cs2)cc1 | 1872 | 1567
CCN(CC(=O)Nc1ccc(C(=O)OC)cc1)Cc1ccccc1 | 1691 | 1608
O=C(c1cn(-c2ccccc2)nc1-c1ccccc1)N1CCN(c2ccccn2)CC1 | 1955 | 1830
C=CCOC(=O)C(C#N)c1nc2ccccc2nc1N1CCC(C(=O)OCC)CC1 (centres undefined) | 1912 | 1929
CCCCNC(=S)Nc1ccc2[nH]c(=O)[nH]c2c1 | 1684 | 1650
O=C(O)c1ccccc1SCc1cn2ccccc2n1 | 1754 | 1610
O=C(Cn1cnc2cc([N+](=O)[O-])ccc2c1=O)NCCc1ccc(F)cc1 | 1866 | 1541
CC1CN(C(=O)c2cc([N+](=O)[O-])cc([N+](=O)[O-])c2)CC(C)O1 (centres undefined) | 1752 | 1325
COc1ccccc1NC1=C(N2CCCCC2)C(=O)c2ccccc2C1=O | 1830 | 1629
Cc1nc2ccc(S(=O)(=O)NCC(=O)N(C)Cc3ccccc3)cc2s1 | 2045 | 1626
COc1cc2nc(N(C)CCCNC(=O)C3CCCO3)nc(N)c2cc1OC (centres undefined) | 1906 | 1509
O=C(COC(=O)c1ccc(O)cc1)Nc1nccs1 | 1782 | 1561
Cc1nc2c3ccccc3nc(NNC(=O)CCC(=O)NC(C)C)n2n1 | 1761 | 1594
CCOc1ccccc1NC(=S)N1CCCc2ccccc21 | 1513 | 1534
Cc1ccc(C(=O)CNc2cccc([N+](=O)[O-])c2)cc1 | 1690 | 1615
NC(=O)c1ccc(NC(=O)COc2ccc([N+](=O)[O-])cc2Cl)cc1 | 1848 | 1586
O=[N+]([O-])c1ccccc1S(=O)(=O)N1CCN(Cc2cc3c(cc2O)OCO3)CC1 | 1802 | 1567
O=C(COC(=O)c1ccccc1F)Nc1cc(S(=O)(=O)N2CCOCC2)ccc1N1CCCC1 | 1806 | 1596
Cc1cccc(NC(=O)C2CC(=O)NC(Nc3nc4ccccc4s3)=N2)c1 (centres undefined) | 1604 | 1610
O=C(N/N=C/c1ccc([N+](=O)[O-])o1)c1cccc(S(=O)(=O)N2CCOCC2)c1 | 1996 | 1619
c1ccc(CCCNCC2COc3ccccc3O2)cc1 (centres undefined) | 1657 | 1510
Cc1nc2ccccc2nc1OCC(=O)Nc1ccc(F)cc1 | 1901 | 1379
O=C(Oc1ccc2ccc(=O)oc2c1)c1cccs1 | 1758 | 1544
Cc1nn(CCO)c(N)c1C1(O)C(=O)Nc2c(Cl)cc(Cl)cc21 (centres undefined) | 1842 | 1724
Cc1cccc(C)c1OCC(=O)Nc1ccc(NC(=O)c2ccco2)cc1 | 1672 | 1451
Cc1cccc2nc(CSc3ncccc3C(=O)O)cn12 | 2109 | 1692
O=C(O)CN1C2=NCCCN2c2ccccc21 | 1569 | 1783
O=C(COC(=O)[C@@H]1CC(O)CN1S(=O)(=O)c1ccc([N+](=O)[O-])cc1)NC12CC3CC(CC(C3)C1)C2 (some centres undefined) | 1867 | 1600
C[C@]12C=CC(=O)C=C1CC[C@@H]1[C@@H]2[C@@H](O)C[C@@]2(C)[C@H]1CC[C@]2(O)C(=O)COC(=O)CCC(=O)O | 1492 | 1716
C=C(C)c1cccc(C(C)(C)NC(=O)N(C)C2CCN(C)CC2)c1 | 2045 | 1650
O=[N+]([O-])c1ccc(N2CCOCC2)cc1NCCCO | 1914 | 1620
CNCC(O)CN1CCN(c2ccccc2OC)CC1 (centres undefined) | 1748 | 1483
O=C(Nc1ccc(OC(F)(F)F)cc1)C1=NCCN1 | 2024 | 1658

More compounds.
Molecule | SRC1 TRFRET art | SRC3 TRFRET art
CC(C)CCC(CC(C)O)c1n[nH]c(=S)n1-c1ccccc1 (centres undefined) | 1745 | 1505
COc1ccc(N2C(=O)CC(N3CCN(C(=O)c4ccco4)CC3)C2=O)cc1 (centres undefined) | 1770 | 1559
CNc1oc(-c2cccs2)nc1S(=O)(=O)c1ccccc1 | 1685 | 1545
CC(C)(C)C1CCc2c(C(=O)NNC(=O)CCC(=O)O)csc2C1 (centres undefined) | 1758 | 1612
O=[N+]([O-])c1cc(Cl)ccc1N1CCCC1 | 1753 | 1700
CS(=O)(=O)c1ccccc1C(=O)NC1CCCc2ccccc21 (centres undefined) | 2006 | 1634
COc1ccc2c(C)cc(SCn3nnc4ccccc4c3=O)nc2c1 | 1667 | 1676
S=C(Nc1ccccc1Oc1ccccc1)NC1CCCC1 | 1461 | 1433
CCOC(=O)c1ccc(NC(=S)NN2CCN(C)CC2)cc1 | 1538 | 1492
COC(=O)[C@@H]1C(c2ccccc2)(c2ccccc2)[C@@]1(C)C(=O)OC | 1755 | 1612
Cc1cn2nc(N)c3ccccc3c2n1 | 1773 | 1500
Cc1cc(C(=O)N/N=C/c2cc([N+](=O)[O-])cc(C)c2O)n[nH]1 | 1716 | 1556
O=C(c1cc(F)ccc1F)C1CCCN(C(=O)CSc2ccccn2)C1 (centres undefined) | 1732 | 1702
CCC(C)(C)C1CCC(=NNC(=O)c2ccc(Br)o2)CC1 (centres undefined) | 1778 | 1599
O=C(COC(=O)c1ccc(Cl)c(S(=O)(=O)N2CCCC2)c1)NCc1cccs1 | 1578 | 1667
O=C1C(Nc2ccccc2)=C/C(=N/S(=O)(=O)c2cccs2)c2ccccc21 | 2148 | 1839
Cc1nc2ccccc2c(=O)n1NC(=O)C1CCC(C(C)(C)C)CC1 (centres undefined) | 1765 | 1677
CC1=NN(C(=O)c2ccc(Br)cc2)C(O)(c2ccccc2)C1 (centres undefined) | 1878 | 1566
O=C(CCSCc1ccc(Cl)cc1)NCCC1=CCCCC1 | 1763 | 1518
Cc1cc(NC(=O)/C=C/c2ccco2)ccc1NC(=O)c1ccccc1 | 1980 | 1748
CCc1ccc(NC(=O)COC(=O)c2ccc(Cl)c(S(=O)(=O)N3CCCCCC3)c2)cc1 | 2217 | 1736
CCOc1ccc(NC(=S)c2ccncc2)cc1 | 1750 | 1660
Cc1cccc(C(=O)Nc2ccccc2SCC(=O)Nc2ccc(C)c(Cl)c2)c1 | 2024 | 1595
CSc1ncccc1C(=O)Nc1nc2c(C)cccc2s1 | 1878 | 1537
CCN1C(C(=O)c2ccccc2)=C(Nc2ccccc2C)c2ccccc2S1(=O)=O | 1636 | 1548
O=C(CCN1CCN(c2ccccc2)CC1)Nc1cccc(Br)c1 | 1622 | 1504
COc1cc(/C=C/C(=O)NC(C)C)ccc1OCc1ccccc1 | 1761 | 1609
CN(C(=O)CSCC(=O)O)C1CCCCC1 | 1647 | 1639
COc1cccc(NC(=S)N/N=C2/CCCCc3ccccc32)c1 | 1658 | 1504
CN1CCN(NC(=O)C23CC4CC(CC(C4)C2)C3)CC1 | 2019 | 1634
COC(=O)NCN1C(=O)C2C3C=CC(C3)C2C1=O (centres undefined) | 2043 | 1653
CCOC(=O)N/N=C\c1ccc(C)s1 | 1556 | 1426
CCCCn1c(=O)c(CCC(=O)OCC(=O)Nc2cc(Cl)ccc2OC)nc2ccccc21 | 1709 | 1613
COc1ccc(OCC(=O)Nc2ccccc2OC)cc1 | 1583 | 1655
Cc1ccc(S(=O)(=O)n2nc(OC(=O)c3ccco3)cc2N)cc1 | 1714 | 1476
Fc1ccc(CSc2nnc3ccc(-c4ccncc4)nn23)cc1 | 1758 | 1617
COc1ccc2c(c1)-c1nc(N)sc1CC2 | 1933 | 1687
Cc1cccc(NC(=O)Nc2ccc3c(c2)OCO3)n1 | 1734 | 1572
CC(C(=O)Nc1ccc2c(c1)OCO2)c1ccc([N+](=O)[O-])cc1 (centres undefined) | 1866 | 1503
CCOc1ncccc1C(=O)N(C)CC(=O)Nc1ccc(C)cc1 | 1717 | 1494
Cc1ccc(-c2c(C(=O)NCc3ccccc3)oc(=O)c3ccccc23)cc1 | 1794 | 1626
CC(=O)NNc1ncnc2c1cnn2-c1ccc(C)cc1 | 1593 | 1517
Cc1ccn2cc(CCNS(=O)(=O)c3ccc4c(c3)CCCC4)nc2c1 | 1908 | 1620
COc1ccc2cc(C3C(C#N)=C(N)OC(C)=C3C(C)=O)c(Cl)nc2c1 (centres undefined) | 2118 | 1367
CCN(CC)S(=O)(=O)c1ccc(C(=O)Oc2coc(CSc3nc(C)cc(C)n3)cc2=O)cc1 | 1988 | 1470
COc1ccc(CCNC(=O)C/C(C)=N/NC(=O)C2CCCCC2)cc1OC | 1859 | 1599
O=C(COc1ncnc2ccccc12)c1ccc(Cl)cc1 | 1855 | 1769
C/C(=N\NC(=S)NCc1ccccc1)c1ccccc1F | 1607 | 1348
Cc1ccccc1/C(N)=N/OC(=O)c1ccc(F)cc1 | 1539 | 1624
Cc1ccc(-c2nc(-c3ccc(Cl)cc3)sc2CC(=O)O)c(C)c1 | 2286 | 1663

4 entries already listed, arranged by molar mass, high to low.
Molecule | SRC1 TRFRET art | SRC3 TRFRET art
Cc1ccc(S(=O)(=O)n2nc(OC(=O)c3ccco3)cc2N)cc1 | 1714 | 1476
Fc1ccc(CSc2nnc3ccc(-c4ccncc4)nn23)cc1 | 1758 | 1617
COc1cc(/C=C/C(=O)NC(C)C)ccc1OCc1ccccc1 | 1761 | 1609
C/C(=N\NC(=S)NCc1ccccc1)c1ccccc1F | 1607 | 1348

Other structures.
Molecule | SRC1 TRFRET art | SRC3 TRFRET art
COc1ccc2c(c1)CCc1cc(C(=O)N3CCN(c4ccc(N5CCOCC5)nn4)CC3)sc1-2 | 1828 | 1690
CN(c1ccccc1)c1ccc(/C=N/NC(=O)CC#N)cc1 | 1640 | 1458
CS(=O)(=O)N1CC2CCCN2c2ccc(C(F)(F)F)cc21 (centres undefined) | 1786 | 1453
O=C(CSc1n[nH]c(-c2ccccc2)n1)c1ccc(O)c(O)c1 | 1486 | 1725
COCCCN(C(=S)NC(=O)C12CC3CC(CC(C3)C1)C2)c1c(N)n(Cc2ccccc2)c(=O)[nH]c1=O | 1384 | 1658
Cc1cccc(NC(=O)NNC(=O)c2nn(C)cc2Br)c1 | 1971 | 1539
Oc1ccc(C(c2nnnn2C2CCCCC2)N2CCOCC2)cc1 (centres undefined) | 1572 | 1776
Fc1ccc(-n2c(-c3ccc4c(c3)OCO4)n[nH]c2=S)cc1Cl | 1997 | 1793
O=C(Cc1ccccc1)N1CCN=C1SCc1cccc([N+](=O)[O-])c1 | 1936 | 1469
CCOc1ccc(N(C(=O)CNC(=O)c2ccco2)C(C(=O)NC2CCCC2)c2ccncc2)cc1 (centres undefined) | 1789 | 1641
O=C(Cc1c[nH]c2ccccc12)NNC(=O)c1ccccc1 | 1908 | 1544
COc1cc(C2/C(=C(/O)c3ccccc3)C(=O)C(=O)N2c2ccccn2)ccc1O (centres undefined) | 1556 | 1647
CC(C)CCNC(=O)[C@H](CSCc1ccccc1)N1Cc2ccccc2C1=O | 1979 | 1580
CO/N=C/C(NC(=O)c1ccc(C(F)(F)F)cc1)C(=O)OC (centres undefined) | 1778 | 1582

4 of these compounds, set out differently.
Cc1cccc(NC(=O)NNC(=O)c2nn(C)cc2Br)c1
- SRC1 TRFRET art: 1971
- SRC3 TRFRET art: 1539
Oc1ccc(C(c2nnnn2C2CCCCC2)N2CCOCC2)cc1 (centres undefined)
- SRC1 TRFRET art: 1572
- SRC3 TRFRET art: 1776
Fc1ccc(-n2c(-c3ccc4c(c3)OCO4)n[nH]c2=S)cc1Cl
- SRC1 TRFRET art: 1997
- SRC3 TRFRET art: 1793
O=C(Cc1ccccc1)N1CCN=C1SCc1cccc([N+](=O)[O-])c1
- SRC1 TRFRET art: 1936
- SRC3 TRFRET art: 1469

Source: PubChem BioAssay
